# AMPAR-TARP mod: GluA2-stargazin AMPA receptor complex modulation. 3.5% of 40,000 active. HEK293 GluA2+stargazin, membrane potential dye (FDSS), glutamate EC50; hits were called plate by plate, in both directions. calls only at 30 µM. O88602+P19491. AID 1259245;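 active = any of four per-well response measures lying three or more SD from its plate-wide compound average, in either direction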
# Target sequence (O88602 whole entry, looked up): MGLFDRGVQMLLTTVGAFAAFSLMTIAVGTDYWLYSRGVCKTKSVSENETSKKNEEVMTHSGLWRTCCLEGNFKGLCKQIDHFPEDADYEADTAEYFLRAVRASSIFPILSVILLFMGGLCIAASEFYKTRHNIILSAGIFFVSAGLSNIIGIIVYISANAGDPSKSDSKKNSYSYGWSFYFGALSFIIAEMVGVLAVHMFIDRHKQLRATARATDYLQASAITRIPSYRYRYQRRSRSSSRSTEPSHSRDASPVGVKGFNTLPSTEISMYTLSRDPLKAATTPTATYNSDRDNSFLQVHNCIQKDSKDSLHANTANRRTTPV
# Target sequence (P19491 whole entry, looked up): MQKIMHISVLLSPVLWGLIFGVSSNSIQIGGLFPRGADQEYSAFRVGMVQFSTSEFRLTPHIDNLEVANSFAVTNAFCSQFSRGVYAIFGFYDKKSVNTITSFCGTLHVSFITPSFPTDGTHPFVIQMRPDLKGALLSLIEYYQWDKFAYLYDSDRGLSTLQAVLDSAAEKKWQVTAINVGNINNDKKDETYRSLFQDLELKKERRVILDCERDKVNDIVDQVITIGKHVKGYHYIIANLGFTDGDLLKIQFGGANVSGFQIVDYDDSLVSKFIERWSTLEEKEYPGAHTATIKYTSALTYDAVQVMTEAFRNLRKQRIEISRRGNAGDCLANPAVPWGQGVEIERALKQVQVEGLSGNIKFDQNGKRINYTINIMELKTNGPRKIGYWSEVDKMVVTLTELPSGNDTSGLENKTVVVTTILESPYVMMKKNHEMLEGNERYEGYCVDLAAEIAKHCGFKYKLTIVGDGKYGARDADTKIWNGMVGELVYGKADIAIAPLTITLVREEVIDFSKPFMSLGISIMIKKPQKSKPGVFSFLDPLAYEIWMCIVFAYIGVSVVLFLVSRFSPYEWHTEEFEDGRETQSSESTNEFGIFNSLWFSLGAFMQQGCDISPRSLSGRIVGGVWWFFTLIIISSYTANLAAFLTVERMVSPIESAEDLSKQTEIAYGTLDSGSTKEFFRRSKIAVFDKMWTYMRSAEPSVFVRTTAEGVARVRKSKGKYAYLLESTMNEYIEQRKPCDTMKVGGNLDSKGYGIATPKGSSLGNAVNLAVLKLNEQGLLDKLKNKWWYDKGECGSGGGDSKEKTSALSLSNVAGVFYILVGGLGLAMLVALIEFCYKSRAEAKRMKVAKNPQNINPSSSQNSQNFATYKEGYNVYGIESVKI
# AMPAR-TARP mod agonism max-min: second read-out of AMPAR-TARP mod, no call of its own (marks repeat the call); compound max-min signal; compound-alone response (agonism);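 unitless range of fluorescence divided by baseline over first 100 seconds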
# AMPAR-TARP mod glutamate slope: recorded beside AMPAR-TARP mod, whose call it bears; glutamate slope, % of max; measured here: glutamate response slope, % max;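 scaled per plate between vehicle wells and maximal 1 mM glutamate control wells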
# Numbers without * were called inactive; i = inactive; + = active, no number; & = joins results of further samples.
SMILES,AMPAR-TARP mod,AMPAR-TARP mod agonism max-min,AMPAR-TARP mod glutamate slope
O=C(CSc1nccnc1N1CCSCC1)Nc1ccc(Cl)cc1C(F)(F)F,i,0.079&0.045,58&126
O=C(NCC1(O)CCCC1)NC1CCCCC1,i,0.066,69
Cn1nccc1-c1nnc(NC(=O)c2cc(Cl)ccc2Cl)o1,i,0.096,59
Cc1ccc(-n2nc3c(c2NC(=O)C(=O)NCc2ccc(F)cc2)CS(=O)(=O)C3)c(C)c1,i,0.061,92
CCOC(=O)N1CCN(CC(O)COCc2cc(OC)c(OC)c(OC)c2)CC1 (stereo not drawn),i,0.048,54
O=C(Cn1nc(-n2cccn2)ccc1=O)Nc1ccc(F)c(Cl)c1,i,0.21,48
Cc1ccccc1NS(=O)(=O)c1c(C)cc(C)c(N(C)S(C)(=O)=O)c1C,i,0.083,61
O=C(c1ccc(Cl)nc1)N1CCN(c2ccc(-c3ccccc3)nn2)CC1,i,0.063,64
COc1ccccc1CC(=O)Nc1cccc(-c2cn3ccsc3n2)c1,i,0.1,54
CC(C)Oc1ccc(C(=O)NCC(O)(c2cccs2)C2CC2)cc1 (stereo not drawn),i,0.1,49
CCC(=O)NCCOc1ccc(-c2cccs2)nn1,i,0.029,45
CCN(C(=O)c1cc(N2C(=O)CCS2(=O)=O)ccc1Cl)C1CCS(=O)(=O)C1 (stereo not drawn),i,0.12,79
Cc1cc(N(C)C)nc(NCCNC(=O)Nc2cccc(F)c2C)n1,i,0.18,64
O=C(NCCn1ncc2c(N3CCN(c4ncccn4)CC3)ncnc21)C1CC1,i,0.056,49
CCCCOc1ccc(C(=O)Nc2nnc(-c3ccc(OC)c(OC)c3)o2)cc1,i,0.088,65
CCCc1cc(=O)n(CC(=O)N2CCN(CC)CC2)cn1,i,0.081,58
Cc1ccc(-n2nc3c(c2NC(=O)C(=O)NCc2ccc(F)cc2)CS(=O)(=O)C3)cc1,i,0.096,94
CCn1ccnc1N1CCN(C(=O)COC)CC1,i,0.075,67
Cc1ccc(C)c(S(=O)(=O)Nc2ccc3c(c2)CCCN3S(C)(=O)=O)c1,i,0.07,39
CCn1nc(C)cc1C(=O)Nc1ccccc1S(C)(=O)=O,i,0.093,42

# Compounds from the list above containing a Cl atom:
SMILES,AMPAR-TARP mod,AMPAR-TARP mod agonism max-min,AMPAR-TARP mod glutamate slope
O=C(CSc1nccnc1N1CCSCC1)Nc1ccc(Cl)cc1C(F)(F)F,i,0.079&0.045,58&126
Cn1nccc1-c1nnc(NC(=O)c2cc(Cl)ccc2Cl)o1,i,0.096,59
O=C(Cn1nc(-n2cccn2)ccc1=O)Nc1ccc(F)c(Cl)c1,i,0.21,48
O=C(c1ccc(Cl)nc1)N1CCN(c2ccc(-c3ccccc3)nn2)CC1,i,0.063,64
CCN(C(=O)c1cc(N2C(=O)CCS2(=O)=O)ccc1Cl)C1CCS(=O)(=O)C1 (stereo not drawn),i,0.12,79

# Going on with the list:
SMILES,AMPAR-TARP mod,AMPAR-TARP mod agonism max-min,AMPAR-TARP mod glutamate slope
COc1ccc(S(=O)(=O)N2CCCOC2CNC(=O)C(=O)NCCO)cc1 (stereo not drawn),i,0.072,56
COCCNC(=O)Cn1nc2c(c1NC(=O)c1ccc(OC(C)C)cc1)CSC2,i,0.095,63
Cc1ccc(S(=O)(=O)CCCC(=O)N(CCN(C)C)c2nc3ccc([N+](=O)[O-])cc3s2)cc1,+,0.21*,61*
Cc1c(Cl)cccc1NC(=O)N1CCN(c2ccc(Nc3ccncc3)nn2)CC1,i,0.23,50
CCOc1nn(CC)cc1-c1nnc(SCc2ccccn2)n1CC,i,0.068,38
CC(C)(C)c1ccc(S(=O)(=O)NCC2CCN(Cc3ccco3)CC2)cc1,i,0.098,56
COc1ccc(OC)c(S(=O)(=O)NCC2(c3ccc(F)cc3)CC2)c1,i,0.097,42
CC(C)C(=O)N1CCCc2ccc(NC(=O)C(=O)NCCO)cc21,i,0.054,60
Cc1ccccc1Cn1c(NC2CCCCC2)nc2c1c(=O)[nH]c(=O)n2C,i,0.095,61
CC1CCc2c(sc3ncnc(NN)c23)C1 (stereo not drawn),i,0.13&0.071,39&103

# Looked up by compound from the list above (2):
SMILES,AMPAR-TARP mod,AMPAR-TARP mod agonism max-min,AMPAR-TARP mod glutamate slope
COCCNC(=O)Cn1nc2c(c1NC(=O)c1ccc(OC(C)C)cc1)CSC2,i,0.095,63
CCOc1nn(CC)cc1-c1nnc(SCc2ccccn2)n1CC,i,0.068,38

# (more compounds)
SMILES,AMPAR-TARP mod,AMPAR-TARP mod agonism max-min,AMPAR-TARP mod glutamate slope
COc1cccc(-n2nnc3c(N4CCN(C(=O)c5ccc(OC)c(OC)c5)CC4)ncnc32)c1,i,0.076,52
COc1cc(N2CCN(S(=O)(=O)N(C)C)CC2)nc(C)n1,i,0.054,62
Cc1cc(C)c(S(=O)(=O)Nc2ccc(Nc3cc(-n4ccnc4)ncn3)cc2)cc1C,i,0.11,52
Cc1cccc(NC2SC(=O)N(c3ccc(F)cc3)C2=O)c1 (stereo not drawn),i,0.11,62
Cc1nnsc1C(=O)N(CCN1CCOCC1)c1nc2ccc(Cl)cc2s1,i,0.058,45
COc1cc(/C=C2\SC(=S)N(c3cccc(Br)c3)C2=O)cc(OC)c1OC,i,0.084,56
CNC(=O)Cn1cnc2c1c(=O)[nH]c(=O)n2C,i,0.12,76
CSc1ncccc1C(=O)N1CCC(CNC(=O)c2ccccn2)CC1,i,0.067,42
COc1cn2c(cc1=O)C(=O)N(CCNC(=O)c1ccc(S(=O)(=O)N(C)C)cc1)CC2,i,0.098,59
O=C(c1cc2ccccc2[nH]1)N1CCC(c2nnc(-c3ccco3)s2)CC1,i,0.095,65
O=C(c1ccc2c(c1)OCO2)N1CCC2(CC1)NC(=O)N(Cc1ccc(F)cc1)C2=O,i,0.069,38
CCc1nc2sc(C(c3ccccc3Cl)N3CCCC3)c(O)n2n1 (stereo not drawn),i,0.088,57
Cc1nnc(NC(=O)Cc2csc(Nc3cccc(Cl)c3)n2)s1,i,0.17,60
CC(C)(C)C(=O)N1CCc2ccc(NC(=O)c3ccc4c(c3)OCO4)cc21,i,0.098,58
COc1ccc(S(=O)(=O)NC(C)(C)CO)cc1N(C)S(=O)(=O)c1ccc(C)cc1,i,0.073,54
O=C(Cc1ccccc1)Nc1nnc(CSc2ccccc2)o1,i,0.082,45
O=C(COc1ccccc1)Nc1ccc(CC(=O)NC2CC2)cc1,i,0.062,35
Cn1c(=O)c2c(SCC(=O)OCc3ccccc3)ccnc2n(C)c1=O,i,0.029,35
COc1cc(C(=O)NCC(c2ccccc2)N(C)C)cc(OC)c1OC (stereo not drawn),i,0.12,64
O=C(NCC(O)c1ccsc1)c1cc2ccccc2oc1=O (stereo not drawn),i,0.095,72
CC(=O)Nc1ccc(OCC(O)CN2CCN(Cc3ccc4c(c3)OCO4)CC2)cc1 (stereo not drawn),i,0.024,50
COc1ccc(-c2nnc(SCC(=O)Nc3ccc(C)cc3C)n2N)cc1OC,i,0.061,59
O=C(NCCCn1nc(-c2ccco2)ccc1=O)c1ccc(C(F)(F)F)cc1,i,0.099,62
O=C(NCc1ccccc1Cl)C(=O)Nc1c2c(nn1-c1ccccc1)CS(=O)(=O)C2,i,0.11,52
O=C(c1ccc(Cl)nc1)N1CCN(c2ccc(-c3ccc(Cl)cc3)nn2)CC1,i,0.084,52
COCC(C)(O)CNC(=O)c1c(C)cc(C)cc1C (stereo not drawn),i,0.12,61
Cc1ccc(-c2nnc(NC(=O)c3cccc(Oc4ccccc4)c3)o2)c(C)c1,i,0.1,59
CCOC(=O)Cn1c(=O)c2c(nc(-n3nc(C)c(C)c3C)n2C)n(C)c1=O,i,0.051,44
COc1ccc(-n2c(C)nc3ccc(NC(=O)c4ccc(OC)cc4OC)cc3c2=O)cc1,i,0.19,77
O=C(NCC1CCN(C(=O)c2cc3ccccc3o2)CC1)C1CC(=O)N(c2ccccc2)C1 (stereo not drawn),i,0.051,39

# Reprinted from the part before: five entries, then new ones.
SMILES,AMPAR-TARP mod,AMPAR-TARP mod agonism max-min,AMPAR-TARP mod glutamate slope
COCC(C)(O)CNC(=O)c1c(C)cc(C)cc1C (stereo not drawn),i,0.12,61
Cc1ccc(-c2nnc(NC(=O)c3cccc(Oc4ccccc4)c3)o2)c(C)c1,i,0.1,59
CCOC(=O)Cn1c(=O)c2c(nc(-n3nc(C)c(C)c3C)n2C)n(C)c1=O,i,0.051,44
COc1ccc(-n2c(C)nc3ccc(NC(=O)c4ccc(OC)cc4OC)cc3c2=O)cc1,i,0.19,77
O=C(NCC1CCN(C(=O)c2cc3ccccc3o2)CC1)C1CC(=O)N(c2ccccc2)C1 (stereo not drawn),i,0.051,39
CCCCc1ccc(-n2nnc(C(=O)NC3CCS(=O)(=O)C3)c2C)cc1 (stereo not drawn),i,0.064,66
COc1ccccc1-c1ccc(N2CCN(C(=O)Nc3ccccc3)CC2)nn1,i,0.057,49
COc1ccc(CNC(=O)C(=O)Nc2c(C(N)=O)oc3ccccc23)cc1,i,0.11,55
CCOc1ccc(CC(=O)Nc2ccc3c(c2)C(=O)NC3=O)cc1,i,0.1,52
CC(=O)c1sc(NC(=O)c2ccc(S(=O)(=O)N(C)C3CCCC3)cc2)nc1C,i,0.067,54
COc1ccccc1OCC(=O)N1c2ccccc2CC1C(N)=O (stereo not drawn),i,0.098,61
Cn1c(CC(C)(C)C)nc2ccccc21,i,0.029,45
CCCNC(=O)Cn1nc2c(c1NC(=O)Cn1cnc3ccccc31)CSC2,i,0.076,52
N#Cc1cccc(C(=O)Nc2nc(-c3ccc(F)cc3)cs2)c1,i,0.12,64
COC(=O)c1ccc(/C=C2\Oc3cc(OC(=O)c4ccco4)ccc3C2=O)cc1,i,0.11,58
CCOC(=O)N1CCN(CC(O)COC(C)(C)CC)CC1 (stereo not drawn),i,0.12,47
CCOC(=O)c1nc(NC(=O)Nc2cccs2)sc1Cl,i,0.16,63
O=C(NCc1ccco1)C1CC(=O)N(CCN2CCN(S(=O)(=O)c3ccccc3)CC2)C1 (stereo not drawn),i,0.077,76
Cc1nc2sc(C(c3ccccc3Cl)N3CCCC3)c(O)n2n1 (stereo not drawn),i,0.045,45
CCC(C(=O)NCCNC(=O)c1ccc(NC(=O)C(C)C)cc1)c1ccccc1 (stereo not drawn),i,0.098,42
CN1C(=O)c2ccc(NC(=O)c3ccno3)cc2C1=O,+,0.21*,57*
O=C(Cc1csc(NC(=O)c2ccc(=O)[nH]c2)n1)NC1CCCCCC1,i,0.054,29
CCOc1ccc(OCC)c(NC(=O)CC2=NS(=O)(=O)c3ccccc3N2)c1,i,0.13,60
O=C(NCc1nc2ccccc2[nH]1)C1CN(C(=O)c2cnccn2)C1,i,0.091,62
O=C(c1ccccc1NS(=O)(=O)c1ccc(Br)s1)N1CCCC1,i,0.084,18
COc1ccc(Cl)cc1NC(=O)CCn1nc(C)c(Cl)c1C,i,0.15,41
Cc1cc(C(=O)NCCn2ncc3c(N4CCCCC4)ncnc32)no1,i,0.071,78
Cn1ccc(C(=O)Nc2nnc(CSc3ccccc3)o2)n1,i,0.091,43
O=C(NCc1ccccc1)N1CCN(c2ccc3nncn3n2)CC1,i,0.07,42
Cc1nn(C2CCS(=O)(=O)C2)c2nc(-c3ccc(F)cc3)cc(C(=O)N(C)C3CCN(C)CC3)c12 (stereo not drawn),i,0.093,58
COc1ccc(C(=O)N(c2cccc(OC)c2)C2C=CS(=O)(=O)C2)cc1 (stereo not drawn),i,0.079,48
COCC(=O)N1CCCc2ccc(NC(=O)C3(c4cccs4)CCCC3)cc21,i,0.07,74
COc1cn2c(cc1=O)C(=O)N(CCNC(=O)c1ccc(Cl)cc1Cl)CC2,i,0.11,61
O=C(Nc1onc2c1CSC2)C1COc2ccccc2O1 (stereo not drawn),i,0.15,56
COc1ccc(Nc2nc(N3CCCC3)c3ccccc3n2)cc1,+,0.22*,61*
CC1CCCCN1C(=O)CCN1C(=O)c2ccccc2S1(=O)=O (stereo not drawn),i,0.043,59
CC(C)(C)C(=O)N1CCc2ccc(NS(=O)(=O)c3ccc(F)cc3F)cc21,i,0.052,83
CCOc1ccc(-n2nnnc2CN2CCN(C(=O)c3cc(C)on3)CC2)cc1,i,0.085,57
O=C(Nc1ccc2c(c1)CN(C(=O)c1ccco1)CC2)Nc1cccs1,i,0.089,56
CCCc1c(C(=O)N2CCOCC2)nnn1-c1ccc(OC)cc1,i,0.1,60
Cc1cccc(Cn2c(C3CC(=O)N(C(C)(C)C)C3)nc3ccccc32)c1 (stereo not drawn),+,0.14*,61*
N#C/C(=C\N1CCC(C(N)=O)CC1)C(=O)Nc1cccc(Cl)c1,i,0.16,55
O=C(COc1ccccc1)N1CCC2(CC1)NC(=O)N(Cc1ccc(F)cc1)C2=O,i,0.067,30
CS(=O)(=O)c1ccccc1C(=O)N1CCN(c2ncnc3c2nnn3-c2ccc(Cl)cc2)CC1,i,0.13,56
COc1ccc(CC2=NS(=O)(=O)c3cc(S(=O)(=O)N4CCOCC4)ccc3N2)cc1OC,i,0.074,32
COc1ccc(OC)c(NC(=O)N2CCN(c3ccc4nncn4n3)CC2)c1,i,0.055,38
Cc1cccc(NC(=O)C(=O)NCCN2CCOCC2)n1,i,0.089,55
COc1ccccc1NC(=O)CSc1ncc(S(=O)(=O)c2cccs2)c(N)n1,i,0.085,74
COc1cccc(OC)c1C(=O)NCC(c1ccc(F)cc1)N1CCOCC1 (stereo not drawn),i,0.041,49
CCOC(=O)N1CCN(C(=O)c2ccc(OCc3nc(C)cs3)cc2)CC1,i,0.071,55
CC1CN(C)CCN1CC1CCN(C(=O)c2cccc(Cl)c2)CC1 (stereo not drawn),i,0.065,46
COc1ccc(OC)c(NC(=O)C(=O)NCCCN2CCN(c3ccccc3)CC2)c1,i,0.084,58
O=C(NCC1CCN(S(=O)(=O)C2CC2)CC1)C1(c2ccccc2)CCOCC1,i,0.063,43
NC(=O)C1CCN(c2ccc(N)cc2)CC1,i,0.049,59

# Screening results as filed in PubChem.

# Not all compounds are listed; rates above refer to the full screens.
